KDM5B inhibitor = Primary screen for KDM5B Histone Demethylases FDH-coupled qHTS; 220,000 tested, 2.6% active; AID 1347165, 2019; KDM5B demethylase, FDH-coupled NADH fluorescence (FDH is formaldehyde dehydrogenase); Potency, µM (doses to about 57.7 µM), inactives show at the highest dose activity change, negative = inhibition, most hits filed as inhibitors; active means well fitted inhibition curve with a large enough effect; inconclusive means small, poorly fitted or top-dose-only effect; inactive means no such curve, though single readings can be large or run the other way; further: 0% is about no effect; nearly all actives have a fitted effect of over 70% in size
Target sequence (Q9UGL1 whole entry, looked up): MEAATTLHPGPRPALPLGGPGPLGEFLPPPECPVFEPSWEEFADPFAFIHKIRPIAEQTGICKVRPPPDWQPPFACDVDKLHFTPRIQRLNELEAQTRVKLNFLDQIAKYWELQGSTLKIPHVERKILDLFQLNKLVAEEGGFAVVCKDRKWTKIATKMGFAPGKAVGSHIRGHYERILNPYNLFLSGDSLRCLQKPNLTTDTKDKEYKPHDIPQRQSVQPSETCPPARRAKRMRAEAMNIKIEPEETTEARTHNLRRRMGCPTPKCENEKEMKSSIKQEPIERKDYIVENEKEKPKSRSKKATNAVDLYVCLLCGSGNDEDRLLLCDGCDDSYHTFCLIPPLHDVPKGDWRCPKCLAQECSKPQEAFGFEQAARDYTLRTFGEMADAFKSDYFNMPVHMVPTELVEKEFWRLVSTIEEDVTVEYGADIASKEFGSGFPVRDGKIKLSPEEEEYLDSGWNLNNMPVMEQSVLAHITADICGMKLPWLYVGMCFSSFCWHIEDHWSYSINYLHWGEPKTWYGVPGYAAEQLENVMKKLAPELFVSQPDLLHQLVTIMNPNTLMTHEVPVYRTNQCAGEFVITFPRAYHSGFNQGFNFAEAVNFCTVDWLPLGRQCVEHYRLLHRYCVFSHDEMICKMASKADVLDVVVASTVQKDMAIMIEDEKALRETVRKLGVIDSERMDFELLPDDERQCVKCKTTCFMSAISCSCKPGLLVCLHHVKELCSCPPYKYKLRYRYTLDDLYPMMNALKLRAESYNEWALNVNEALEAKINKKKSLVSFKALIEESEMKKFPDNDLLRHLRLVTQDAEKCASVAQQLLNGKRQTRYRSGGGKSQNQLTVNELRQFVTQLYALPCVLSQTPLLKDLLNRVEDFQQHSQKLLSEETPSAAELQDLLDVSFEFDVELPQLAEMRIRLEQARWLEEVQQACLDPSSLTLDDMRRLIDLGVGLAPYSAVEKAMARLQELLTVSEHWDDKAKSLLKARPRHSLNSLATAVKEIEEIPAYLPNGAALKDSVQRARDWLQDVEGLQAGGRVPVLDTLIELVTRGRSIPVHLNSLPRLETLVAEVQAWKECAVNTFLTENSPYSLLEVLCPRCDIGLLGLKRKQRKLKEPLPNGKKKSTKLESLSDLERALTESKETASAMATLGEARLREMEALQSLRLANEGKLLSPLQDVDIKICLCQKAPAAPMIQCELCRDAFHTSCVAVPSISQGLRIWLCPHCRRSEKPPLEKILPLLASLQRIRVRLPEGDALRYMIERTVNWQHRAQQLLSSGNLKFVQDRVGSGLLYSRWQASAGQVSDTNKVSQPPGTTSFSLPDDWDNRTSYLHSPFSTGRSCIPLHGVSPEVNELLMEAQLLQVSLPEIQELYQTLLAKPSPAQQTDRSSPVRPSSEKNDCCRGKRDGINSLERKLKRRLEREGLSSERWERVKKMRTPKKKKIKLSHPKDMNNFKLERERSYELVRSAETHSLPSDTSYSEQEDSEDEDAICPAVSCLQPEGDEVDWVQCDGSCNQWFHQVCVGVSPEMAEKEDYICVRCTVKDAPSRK
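KDM5BΔAP (200 nM final) in 50 mM HEPES pH 7.5, 0.01% Tween-20 was preincubated 10 min at RT with compound over a concentration range. Substrate mix (H3K4me3 12.5 µM, α-KG 25 µM, Fe²⁺, ascorbate, NAD⁺, FDH) was added, and NADH fluorescence change over 30 min gave dose-response curves.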
Numbers without * were called inactive; & = joins results of further samples; [ ] = remark or other dose. Potency means the concentration at half of the fitted maximal effect. This is a subset, so the mix of outcomes need not match the whole.

`COc1cc(C(=O)Nc2ccc(-c3nc4cc(C)ccc4o3)cc2)cc(OC)c1OC` gave KDM5B inhibitor -24.5%.
Screening CC1=C(C(=O)Nc2ccccc2C)C(c2ccc(C(=O)O)cc2)n2ncnc2N1 (stereo not given) returned KDM5B inhibitor 5.1%.
Screening Fc1cccc(-c2noc(-c3nc(-c4ccc5c(c4)OCO5)no3)n2)c1 returned KDM5B inhibitor -10.8%.
`Cc1n[nH]c(C)c1Cc1ccc(C(=O)NCC2Cn3cccc3CN2C)o1` (stereo not given) gave KDM5B inhibitor inconclusive.
`CN1CC(=O)N(CCCC(=O)Nc2cnc3ccccc3c2)C1=O` gave KDM5B inhibitor inconclusive.
`Cc1ccc(CNC(=O)c2cc3c(=O)n(Cc4cccnc4)ccc3nc2C)cc1` gave KDM5B inhibitor inconclusive.
`CC(=O)NC(NC(C)=O)C(O)C(O)C(O)C(O)CO` (stereo not given) gave KDM5B inhibitor -9.3%.
COc1ccc(CCNC(=O)C(=O)NCC(c2ccco2)S(=O)(=O)c2ccc(F)cc2)cc1 (stereo not given) was read as KDM5B inhibitor -7.1%.
Screening COC1CCOC2(CCN(C(=O)c3ccsc3)CC2)C1 (stereo not given) returned KDM5B inhibitor 6.3%.
Cc1ccc(NC(=O)N2CCN(C(=O)c3nsc4ccccc34)CC2)cc1C was read as KDM5B inhibitor 3.7%.
N#Cc1ccc(C(=O)N2CCCCCCNC(=O)[C@@H]3C[C@@H](c4nc(-c5cnccn5)no4)C[C@@H]32)cc1 was read as KDM5B inhibitor 9.8%.
For Cc1ccc(CNC(=O)C2CCCN(c3nc4c(C)cc(C)cc4s3)C2)cc1 (stereo not given) the results were KDM5B inhibitor 6.1%.
O=C(COC(=O)C1(c2ccccc2F)CCCC1)Nc1ccc(C(F)(F)F)cc1[N+](=O)[O-] was read as KDM5B inhibitor -10.7%.
Screening CC(=O)NC(Cc1ccccc1)Cc1ccccc1 returned KDM5B inhibitor 21.6%.
Screening COCC(=O)N1CC[C@@H](CC(=O)O)[C@@H](CCN2CCN(c3ccccc3)CC2)C1 returned KDM5B inhibitor 13.7%[86.2 µM].
Screening Cc1ccc(S(=O)(=O)NCC(=O)O)cc1 returned KDM5B inhibitor 29.9%.
`Cn1cnc([S+](=O)([O-])N2CC3ON=C(C(=O)O)C3C2)c1` (stereo not given) gave KDM5B inhibitor 0.6%[149 µM].
Screening CCN(C(C)=O)C1CCN(c2nc(CCN)nc3sc(C)c(C)c23)C1 (stereo not given) returned KDM5B inhibitor -35.5%.
`Cc1ccn(CC(=O)N2C[C@@H](COCC3CC3)[C@H](c3ccccn3)C2)n1` gave KDM5B inhibitor 0.2%.
`Oc1ccc(-n2nnnc2SCc2c(F)cccc2Cl)cc1` gave KDM5B inhibitor 4.6%.
For O=C(CCc1ccccc1)N/N=C\c1cc2c(cc1Br)OCO2 the results were KDM5B inhibitor -2.2%.
For COc1ccc(C(=O)C(C)OC(=O)CCN2C(=O)C3CC=CCC3C2=O)cc1 (stereo not given) the results were KDM5B inhibitor 2.1%.
COCC1CN(C2CCC2)CC12CCN(C(=O)COc1ccccc1)CC2 (stereo not given) was read as KDM5B inhibitor inconclusive.
`Cc1cc(-c2ccccc2)cc(-c2ccccc2)n1` gave KDM5B inhibitor 11.7%.
Screening C=CCN(C)Cc1cccc(OC)c1OC returned KDM5B inhibitor 18.1%.
`Cn1c(C(=O)N2CCCC2)cc2c1CCN(Cc1ccccc1)C2` gave KDM5B inhibitor inconclusive.
`CC(C)N(C(=O)Cn1cc(S(=O)(=O)CC(=O)NC2CCCCC2)c2ccccc21)C(C)C` gave KDM5B inhibitor 24.3%.
Screening Cc1ccccc1N(C)S(=O)(=O)c1nnc(NC(=O)c2ccccc2F)s1 returned KDM5B inhibitor inconclusive.
`CCC(CC)C(=O)N1CCc2cc(OC)c(OC)cc2C1COc1ccccc1OC` (stereo not given) gave KDM5B inhibitor -19.9%.
`O=C(Cc1ccccc1)Nc1ccnn1C1CCN(Cc2cc3ccccc3s2)CC1` gave KDM5B inhibitor -7.0%.
`CCC(=O)N1c2nc(C(C)C)nn2C2(CCCCC2)[C@@H]2CCCC[C@@H]21` gave KDM5B inhibitor -7.7%&-17.8%.
`O=C(NC1CCC(n2cnnc2)CC1)c1ccc(Cn2cnnn2)cc1` (stereo not given) gave KDM5B inhibitor -13.5%.
`CN(CCCOc1ccccc1)CCC(=O)N(CC#N)CC#N` gave KDM5B inhibitor 18.0%.
Screening CCOc1ccc(C(=O)N2CCC(Cc3nc(C(C)C)no3)CC2)cc1 returned KDM5B inhibitor 8.8%.
Screening O=C(NCCCn1cccn1)c1ccccc1OC1CCN(Cc2ccccn2)CC1 returned KDM5B inhibitor -28.0%.
For COc1ccc(NC(=O)c2ccc3c(c2)OCCN(CCC(C)C)C3)c(F)c1 the results were KDM5B inhibitor -4.1%[86.2 µM].
For Cc1noc(-c2nc(-c3cccc(Cl)c3)no2)n1 the results were KDM5B inhibitor 32.6%[activator].
Screening CSc1cccc(NC(=O)Cn2c(N3CCN(c4ccccc4)CC3)nc(C)cc2=O)c1 returned KDM5B inhibitor 5.0%.
COc1cc(C(=O)N[C@H](C)c2onc(-c3ccccc3)c2C(=O)O)cc(OC)c1OC was read as KDM5B inhibitor -18.5%[86.2 µM].
`CCOc1ccc(-n2c(C)nc3cc(C(=O)NCc4ccc(C)cc4)ccc32)cc1` gave KDM5B inhibitor -12.4%.
COc1cc(NC(=O)Cn2cc(S(=O)(=O)c3ccccc3)c(=O)c3ccccc32)cc(OC)c1 was read as KDM5B inhibitor -14.6%.
Screening CC(NC(=O)CC1CCCO1)c1ccc(-c2ccccc2)cc1 (stereo not given) returned KDM5B inhibitor -4.5%.
Screening CCc1noc(-c2cccn3c(CNC(=O)c4ccc(F)cc4)nnc23)n1 returned KDM5B inhibitor 25.1µM*.
Screening CC(=O)c1cccc(NC(=O)CN2C(=O)NC3(CCC(C(C)(C)C)CC3)C2=O)c1 (stereo not given) returned KDM5B inhibitor 3.8%.
For Cc1ccc(S(=O)(=O)NCC(=O)O)cc1C the results were KDM5B inhibitor -6.7%.
For CCCN(C)C(=O)c1onc(-c2ccc(F)cc2)c1[C@H](C)O the results were KDM5B inhibitor 18.8%[86.2 µM].
For CC(=O)Nc1ccc(NC(=O)NC(C)c2ccc(Cl)cc2)cc1 (stereo not given) the results were KDM5B inhibitor 15.8%.
Screening Cc1ccc(C(=O)N2C(C(=O)NCC(C)C)COC23CCN(C(=O)c2cccc(Cl)c2)CC3)cc1 (stereo not given) returned KDM5B inhibitor 7.7%.
`CN1CCC(Nc2ncc(C(C)(C)C(=O)O)c(N3CCOCC3)n2)CC1` gave KDM5B inhibitor 34.3%[activator].
C/C(=N\NC(=O)CN1CCCCC1)c1ccccc1O was read as KDM5B inhibitor inconclusive.

Molecules from the list above that have an aryl methoxy group (8):
`COc1cc(C(=O)Nc2ccc(-c3nc4cc(C)ccc4o3)cc2)cc(OC)c1OC` gave KDM5B inhibitor -24.5%.
COc1ccc(CCNC(=O)C(=O)NCC(c2ccco2)S(=O)(=O)c2ccc(F)cc2)cc1 (stereo not given) was read as KDM5B inhibitor -7.1%.
For COc1ccc(C(=O)C(C)OC(=O)CCN2C(=O)C3CC=CCC3C2=O)cc1 (stereo not given) the results were KDM5B inhibitor 2.1%.
Screening C=CCN(C)Cc1cccc(OC)c1OC returned KDM5B inhibitor 18.1%.
`CCC(CC)C(=O)N1CCc2cc(OC)c(OC)cc2C1COc1ccccc1OC` (stereo not given) gave KDM5B inhibitor -19.9%.
For COc1ccc(NC(=O)c2ccc3c(c2)OCCN(CCC(C)C)C3)c(F)c1 the results were KDM5B inhibitor -4.1%[86.2 µM].
COc1cc(C(=O)N[C@H](C)c2onc(-c3ccccc3)c2C(=O)O)cc(OC)c1OC was read as KDM5B inhibitor -18.5%[86.2 µM].
COc1cc(NC(=O)Cn2cc(S(=O)(=O)c3ccccc3)c(=O)c3ccccc32)cc(OC)c1 was read as KDM5B inhibitor -14.6%.

Further results:
CCOC(=O)c1cc(-c2ccc(N3CCOCC3)cc2)nn1-c1ccccc1C(=O)O was read as KDM5B inhibitor inconclusive.
For CC(C#N)OC(=O)C12CC3CC(CC(O)(C3)C1)C2 (stereo not given) the results were KDM5B inhibitor 28.4%.
`O=C(N[C@@H]1CCN(C(=O)CCc2ccccc2F)C[C@H]1O)c1ccccn1` gave KDM5B inhibitor 21.1%.
Screening COCCNC(=O)C[C@@H]1O[C@H](CNC(=O)c2cccc(F)c2)[C@@H](O)[C@H]1O returned KDM5B inhibitor -13.9%[86.2 µM].
For CCc1nc2cc(N3CCC(C(=O)NCc4ccc5c(c4)OCO5)CC3)cnc2nc1CC the results were KDM5B inhibitor -19.4%.
For CCOC(=O)c1c(C)c(C(=O)Nc2cc(F)ccc2F)c(C)n1C the results were KDM5B inhibitor -12.8%.
CCOc1ccc(C(C)NC(=O)NCc2ccn[nH]2)cc1OC (stereo not given) was read as KDM5B inhibitor -9.1%.
`CC(CC(=O)Nc1ccc(F)c(F)c1)n1ccnc1` (stereo not given) gave KDM5B inhibitor 10.8%.
Screening CCOC(=O)CSc1nc2cc3c(cc2c(=O)n1Cc1ccc(C(=O)NCCc2ccc(OC)c(OC)c2)cc1)OCO3 returned KDM5B inhibitor -12.2%.
`COc1ccc(C(=O)N2CCC(N3C(=O)C(OC)C34CCOCC4)CC2)cc1` (stereo not given) gave KDM5B inhibitor -1.0%.
CC(C)c1cccc(NC(=O)CN2C(=O)NC(c3ccccc3Cl)C3=C2COC3=O)c1 (stereo not given) was read as KDM5B inhibitor 8.3%.
CC(C)NC(=O)N[C@H]1CCN2C(=O)c3cc(-c4ccc5c(c4)OCO5)ccc3NC(=O)[C@@H]2C1 was read as KDM5B inhibitor 31.6µM*.
`COCC(C)NS(=O)(=O)c1c(C)c(C)cc(C)c1C` (stereo not given) gave KDM5B inhibitor 1.6%.
Screening Cn1cccc1C(=O)N1CC[C@@H]2CN(S(C)(=O)=O)[C@@H]2C1 returned KDM5B inhibitor -8.1%.
CC(C)CCN1CCC(N2CCN(S(=O)(=O)c3ccc(Cl)cc3)CC2)C1=O (stereo not given) was read as KDM5B inhibitor 5.5%.
`COc1cc(/C=N/NC(=S)NC2CC3CC2C2C=CCC32)ccc1O` (stereo not given) gave KDM5B inhibitor -5.8%.
Screening O=[N+]([O-])c1ccc(N=Nc2c(Cl)cc(O)cc2Cl)cc1 returned KDM5B inhibitor -11.1%.
`CCC12CN3CC(C)(CN(C1)C3c1c(C)n(C)c3ccccc13)C2=O` (stereo not given) gave KDM5B inhibitor 9.4%.
`COc1cccc2sc(NC(=O)CS(=O)(=O)c3ccc(C)cc3)nc12` gave KDM5B inhibitor -25.6%.
Cc1ccc(CN2C(=O)NC3(CCN(C(=O)Cc4cccc(F)c4)CC3)C2=O)cc1 was read as KDM5B inhibitor 18.5%.
`COC(=O)[C@H]1CN(C(=O)c2ccc(N(C)C)cc2)CCN1C(=O)c1cccs1` gave KDM5B inhibitor -44.8%[86.2 µM].
Screening Cc1ccc(NC(=O)Cn2c(=O)n(Cc3ccc(F)cc3)c(=O)c3cccnc32)cc1C returned KDM5B inhibitor -14.2%.
Screening Cn1nc(C(=O)Nc2cc(F)ccc2F)c2c1-c1ccccc1SC2 returned KDM5B inhibitor -22.4%.
`O=C(CSc1nc2c(oc3ccccc32)c(=O)n1Cc1ccco1)Nc1cccc(Cl)c1` gave KDM5B inhibitor 1.4%.
O=C(N[C@H]1C[C@H]2C(=O)NC[C@@H](CCC(=O)N3CCc4ccccc43)N2C1)c1ccc(F)c(Cl)c1 was read as KDM5B inhibitor inconclusive.
For COc1ccc(-c2ccc3ncc(Nc4ccc5c(c4)OCO5)n3n2)cn1 the results were KDM5B inhibitor -11.4%[86.2 µM].
`Cc1cccc(C)c1OCc1nnc(SCC(=O)Nc2ccc(N3CCOCC3)cc2)o1` gave KDM5B inhibitor 13.1%.
Screening COCC(C)Nc1ncnc2c1cnn2-c1ccc(C)c(C)c1 (stereo not given) returned KDM5B inhibitor inconclusive.
Screening COc1cccc(NC(=O)CNc2ccccc2C(=O)NC2CC2)c1 returned KDM5B inhibitor inactive.
Cc1ccc(C(C)C)c(OCC(=O)NCC2(N(C)C)CCCCC2)c1 was read as KDM5B inhibitor -12.4%.
O=c1oc2ccc(Br)cc2cc1-c1nc(-c2cccs2)no1 was read as KDM5B inhibitor 13.8%.
Screening CSc1sc(C(=O)NNC(C)=O)c2c1C1(CCC2)SCCS1 returned KDM5B inhibitor -2.6%.
CC(C)(C)Sc1ccsc1C(=O)O was read as KDM5B inhibitor -24.5%.
CCc1ccc(S(=O)(=O)/N=C2\C=C(NS(=O)(=O)c3ccccc3)C(=O)c3ccccc32)cc1 was read as KDM5B inhibitor inconclusive.
Screening CCc1noc(C)c1C(=O)N[C@H]1[C@@H]2CCO[C@@H]2[C@@H]1C1CCCC1 returned KDM5B inhibitor 21.9%.
Screening O=C(CN1C(=O)NC2(CCCCC2)C1=O)Nc1ccccc1 returned KDM5B inhibitor 2.1%.
CCOc1ccc(C(=O)Nc2ccc3nn(-c4ccc(OC)c(Cl)c4)nc3c2)cc1 was read as KDM5B inhibitor inconclusive.
For Cn1cnc2c1c(=O)n(CCCSc1nnc(-c3cccc(Cl)c3)o1)c(=O)n2C the results were KDM5B inhibitor -2.6%.
Cc1noc(-c2cn(C3CCN(C(=O)c4ccoc4)C3)nn2)n1 (stereo not given) was read as KDM5B inhibitor -18.0%.
For Cc1cc(C)cc(NC(=O)c2sc3nc[nH]c(=O)c3c2C)c1 the results were KDM5B inhibitor inconclusive.
`CCNC(=O)N(C1CC1)C1CCOC2(CCN(C(=O)c3sc(C)nc3C)CC2)C1` (stereo not given) gave KDM5B inhibitor 10.7%.
Cc1nn(C)c2c(=O)n(CC(=O)NCc3ccccc3Cl)ccc12 was read as KDM5B inhibitor 7.7%.

Compound activity (PubChem BioAssay)
